MC4R antagonist: antagonists of human melanocortin 4 receptor (MC4R); 360,000 compounds, 0.48% hits; MC4R-expressing cells, MTII-stimulated cAMP, LANCE TR-FRET; P32245; inhibition, % at 6.5 µM;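 active means inhibition above its plate's cutoff, the mean of tested wells on that plate plus 3 SD, cut at about 29% in these data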;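 further: 0% = Melanotan II alone and 100% = Melanotan II plus saturating MCL0020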
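Material – human MC4R-expressing U2OS cells · Repeats – no replicates · Detection – TR-FRET with Eu-cAMP and labeled anti-cAMP, 671 nm · Times – compound 30 min, challenge 1 h, detection 1 h · Compound – single nominal compound dose of 6.5 µM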
PDI turbidity: blocks human protein disulfide isomerase activity; PDI insulin aggregation turbidity, A650, 90 min; P07237; 350,000 compounds, 0.052% hits; inhibition, % at 10 µM; AID 588391;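 active means mean inhibition across replicates of 30% or more, whatever share of single replicates reach that level; inconclusive means mean inhibition below 30% while every single replicate reaches 30%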;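 further: absorbance from insulin aggregation driven by PDI reduction with DTT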
Glyco luc inh: blocks N-linked glycosylation in D54 reporter cells; 360,000 compounds, 0.23% hits; reporter increase, % at 12.5 µM; AID 588692; D54 ERlucT glycosylation luciferase reporter, 24 h; percent of 100 nM tunicamycin response;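 active means mean luciferase reporter signal, scaled so untreated is 0 and the glycosylation-blocking control 100, at or above a set limit in every replicate; inconclusive means mean reaches the limit but not every replicate does; inactive means mean below the limit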;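 further: luciferase carries N-glycosylation sites so blocking glycosylation raises the light; 0% = median of neutral control wells and 100% = median of 100 nM tunicamycin wells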
ABCB6 inh MLPCN: human ABCB6 transporter inhibition | 360,000 compounds, 0.19% hits | fluorescence ratio to DMSO, % at 10 µM | Q9NP58 | K562-ABCB6 porphyrin accumulation, flow cytometry, 1 h; active compounds read low | AID 602162;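 active means fluorescence ratio to DMSO below 75%, the collection mean minus 3 SD; inconclusive means too few cells collected in the well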;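 further: signal is porphyrin accumulated inside mitochondria; 100% equals median channel fluorescence of DMSO control wells; lower ratio means ABCB6 inhibition with less porphyrin fluorescence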
Target sequence (Q9NP58 whole entry, looked up): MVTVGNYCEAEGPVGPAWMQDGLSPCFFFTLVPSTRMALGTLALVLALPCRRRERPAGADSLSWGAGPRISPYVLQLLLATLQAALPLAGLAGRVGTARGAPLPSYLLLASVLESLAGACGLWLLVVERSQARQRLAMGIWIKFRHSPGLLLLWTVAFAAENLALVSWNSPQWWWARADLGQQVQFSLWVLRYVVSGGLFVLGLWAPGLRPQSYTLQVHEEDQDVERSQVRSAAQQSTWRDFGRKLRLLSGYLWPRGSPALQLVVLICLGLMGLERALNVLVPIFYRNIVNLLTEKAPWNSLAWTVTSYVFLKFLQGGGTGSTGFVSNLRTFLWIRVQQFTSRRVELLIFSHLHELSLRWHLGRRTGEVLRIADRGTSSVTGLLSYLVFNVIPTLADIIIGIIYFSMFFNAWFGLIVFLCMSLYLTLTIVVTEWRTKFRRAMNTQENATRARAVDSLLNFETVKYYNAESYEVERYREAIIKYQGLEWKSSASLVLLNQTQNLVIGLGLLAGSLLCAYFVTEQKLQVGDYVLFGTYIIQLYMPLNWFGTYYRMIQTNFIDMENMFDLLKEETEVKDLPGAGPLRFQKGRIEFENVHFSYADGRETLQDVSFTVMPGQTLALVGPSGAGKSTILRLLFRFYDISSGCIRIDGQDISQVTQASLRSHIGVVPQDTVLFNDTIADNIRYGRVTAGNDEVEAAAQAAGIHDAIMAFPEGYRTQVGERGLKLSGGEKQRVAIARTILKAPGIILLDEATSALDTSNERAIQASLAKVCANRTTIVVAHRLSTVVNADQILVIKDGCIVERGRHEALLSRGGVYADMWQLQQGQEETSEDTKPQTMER
Cardio protect: myocardial damage modulation in H9c2 cells. H9c2 cardiomyocytes, H2O2 injury protection, ATPLite, 2 h. protection from H2O2 cell death, % at 20 µM. 360,000 compounds, 0.63% hits. AID 588492;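 active means compounds giving at least 50% protection of heart cells from peroxide-induced death in the single-dose screen, raw or plate-pattern-corrected value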;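 further: 0% = DMSO wells with peroxide and 100% = DMSO wells without peroxide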
ABHD5 PLIN5 PPI: ABHD5-PLIN5 protein interaction inhibition | 360,000 compounds, 0.78% hits | Q00G26+Q8WTS1 | inhibition, % at 4 µM | Split G. princeps luciferase complementation, luminescence, 4 h;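 active means inhibition above the mean inhibition across every tested compound plus 3 SD, cut at about 22% in these data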;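 further: 0% = DMSO only wells and the 100% control is not disclosed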
MC4R ag barr: human MC4R agonism via beta-arrestin; P32245; U2OS MC4R beta-arrestin complementation, luminescence; percent of melanotan II response, DMSO zero; activation, % at 8.9 µM; 360,000 compounds, 0.98% hits; AID 540308;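 active means activation above a per-plate cutoff, the mean activation of sample wells on that plate plus 3 SD, cut at about 8% in these data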
Exocytosis inh: blocks lytic granule exocytosis; TALL-104 LAMP-1 surface exposure, flow cytometry; cells stimulated with thapsigargin and PMA; inhibition, % at 10 µM; 360,000 compounds, 0.66% hits;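 active means inhibition above about 55%, limit read from the data; inconclusive means no clear call, values can overlap the other calls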
CaV13 ICDI inh: Disruptors of the CACNA1D IQ motif to Ca2+-dependent inactivation inhibitor domain association, primary screening, Förster resonance energy transfer in intact living …; HEK cells, CFP/YFP FRET ICDI-IQ, plate reader, 10 min; percent FRET-ratio fall versus neutral wells; inhibition, % at 12.3 µM; 340,000 compounds, 0.098% hits;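 active means mean replicate inhibition of at least 30% and at least 1% of replicates passing that level; inconclusive means only one of the two criteria is met; inactive means neither criterion is met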;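 further: 0% = median of the neutral control wells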
m5-HT2A agonist: mouse HTR2A agonism via beta-arrestin recruitment; P35363; CHO-K1 mHTR2A beta-arrestin complementation, luminescence; percent of 30 µM serotonin response; activation, % at 7.6 µM; 360,000 compounds, 0.66% hits;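 active means activation above a run cutoff, the mean activation of all tested compounds plus 3 SD, cut at about 14% in these data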;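 further: 0% = plate median of compound wells and 100% = 30 µM serotonin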
Starred values were filed as active, the others as inactive; ? = inconclusive; . = no result given.

SMILES	MC4R antagonist	PDI turbidity	Glyco luc inh	ABCB6 inh MLPCN	Cardio protect	ABHD5 PLIN5 PPI	MC4R ag barr	Exocytosis inh	CaV13 ICDI inh	m5-HT2A agonist
Cc1noc(C)c1S(=O)(=O)N1CCCC(C(=O)NCCc2ccc(Cl)cc2)C1 (centres undefined)	5	9	-1	89	8	-1	-0.1	0	.	-5
Nc1nc2nccc(-c3ccc(Cl)cc3)n2n1	4	5	5	85	-16	8	-0.3	-1	-1	-2
COC(=O)C(=O)C1CCc2c(Cl)cc(OC)c(OC)c2C1=O (centres undefined)	3	18	2	98	7	-10	1.0	48	-16	-4
Cc1ccc(S(=O)(=O)NCC2CCCO2)cc1[N+](=O)[O-] (centres undefined)	3	4	1	106	10	6	0.0	-5	-2	2
CSCCC(N=C1NS(=O)(=O)c2ccccc21)C(=O)NCc1ccccc1F (centres undefined)	4	1	1	98	11	-2	-3.0	3	-4	-2
CCOc1ccc(/C=N/NC(=O)CCC(=O)Nc2ccc(F)cc2)cc1	4	6	2	95	-2	-1	-1.1	?	-4	4
Cc1ccc(NC2CCCN(C(=O)CCN3CCCCO3)C2)cc1C (centres undefined)	2	-6	1	102	2	-6	-3.4	-2	-4	-7
COc1ccc(CCN=CC2=C(O)CC(C)(C)CC2=O)cc1	-6	-16	0	99	5	-5	-1.8	-1	-8	-1
COc1ccccc1N1CCN(C(=O)c2cc3cc(F)ccc3[nH]2)CC1	16	-2	-2	101	4	2	-2.0	-4	-17	-8
COC(=O)C1=C(C)NC(C)=C(C(=O)OC)C1c1ccc(N(C)C)cc1	18	2	8	101	6	-2	1.7	-2	-5	-3
O=C(CNCC1CCCCC1)Nc1ccc(OC(F)(F)F)cc1	-3	-6	-1	102	-7	-4	15*	2	-5	0
O=C1c2ccccc2C(=O)N1c1nc2nccc(-c3ccccc3)n2n1	0	12	5	99	2	-1	0.1	-2	-4	-3
Cc1ccc2oc(C(F)(F)C(F)F)cc(=O)c2c1	10	8	1	91	0	6	0.1	1	-5	3
CCOc1ccc(OCC)c(NC(=O)CN2CCN(c3cccc(C)c3C)CC2)c1	-7	3	-8	107	-9	-12	-0.3	0	-8	-4
C#CCOCCOCCOCCNc1nc(N2CCN(C(=O)C(Cc3ccc(O)cc3)n3cc(C(N)CC(C)C)nn3)CC2)nc(N2CCN(C(=O)C(Cc3ccc(O)cc3)n3cc(C(N)C(C)CC)nn3)CC2)n1 (centres undefined)	1	5	-1	101	2	14	-2.1	-8	-6	1
Cc1ccc(OCCNC(=O)c2cncc(Br)c2)cc1C	8	6	-5	94	-13	6	-0.5	4	-3	-4
CCc1cc(C(=O)NCC(c2ccc(OC)cc2)N2CCOCC2)sc1C (centres undefined)	2	1	0	100	3	1	-2.0	-2	-7	-4
COCCNC(=O)C(c1ccc(C)o1)N(CC1CCCO1)C(=O)Cn1nnc2ccccc21 (centres undefined)	2	-11	-1	104	16	0	-0.1	-1	-4	-4
CN(Cc1ccc(F)cc1)C(=O)CCc1nnc(-c2ccccc2)o1	-2	4	2	96	-1	1	-4.3	-2	3	-2
O=C(Nc1cccnc1Cl)C1=NN(c2ccccc2)C(=O)CC1	-6	-3	2	100	0	2	-0.4	-1	-3	-1
CC(=O)Nc1ccc(/C=N/NC(=O)CCN2CCN(c3ccccc3)CC2)cc1	3	-2	0	97	2	-2	-1.1	-1	-5	2
Cc1cccc(-n2c(C)cc(/C=N/NC(N)=S)c2C)c1	-8	1	-9	97	-19	-11	-3.6	-1	-3	-3
Cn1c(C(=O)O)c(CC(=O)NCC2COc3ccccc3O2)c2ccccc21 (centres undefined)	-4	-11	-1	95	8	4	-1.8	1	-6	5
C=CCOC(=O)C1=C[C@H](c2coc3ccccc3c2=O)[C@@H](CCCO)[C@H](OCC)O1	8	-5	4	96	-3	5	-0.1	7	-10	-4
S=c1[nH]nc(-c2ccccn2)n1/N=C/c1cccc(Cl)c1	12	1	0	92	24	-6	-5.9	1	-19	0

Further entries.
SMILES	MC4R antagonist	PDI turbidity	Glyco luc inh	ABCB6 inh MLPCN	Cardio protect	ABHD5 PLIN5 PPI	MC4R ag barr	Exocytosis inh	CaV13 ICDI inh	m5-HT2A agonist
Cc1cc(C)n2nc(C(=O)NCCc3ccccc3)nc2n1	9	-4	0	90	3	12	-2.9	0	-5	1
COc1ccc(NC(=O)c2sc(Cl)nc2-c2ccccc2)cc1	5	4	2	106	-5	-6	-2.1	-2	-3	0
Cc1cc(=O)n2c3ccccc3n(CC(O)CN3CCN(Cc4ccccc4)CC3)c2c1C#N (centres undefined)	6	1	9	104	25	6	0.2	-14	-4	-1
CCOc1ccc(/C=N/NC(=O)C(O)c2ccccc2)c(O)c1 (centres undefined)	2	1	5	100	52*	-5	0.1	-3	-20	4
Cc1cc(C)nc(NS(=O)(=O)c2ccc(NC(=O)c3cccc(N4C(=O)CCC4=O)c3)cc2)n1	-3	1	-4	94	10	16	-0.1	-4	-5	-2
Cc1cc(-c2ccccc2)nc(SCc2ccc(C(=O)O)cc2)n1	6	8	2	98	4	0	-0.7	-4	-2	-7
Cc1cccnc1NC(=O)CN1C(=O)NC(C)(c2ccc3ccccc3c2)C1=O (centres undefined)	12	6	14	101	6	6	-1.1	-2	.	7
CCN(CC)C(=O)[C@H]1CC(CC(=O)NC(C)(C)C)C(=O)N2CCc3c([nH]c4ccc(OC)cc34)[C@]12C (some centres undefined)	3	4	2	102	7	2	2.3	-1	-8	6
COc1cccc(OCc2cc(C(=O)N3CCN(c4ccccc4OC)CC3)no2)c1	15	7	0	98	-3	-3	2.9	-2	-7	1
CC1CCN(CC(=O)NC2CCCCC2)CC1	1	-2	-1	98	7	3	-0.3	-1	-20	8
COc1cc(C(=O)OCCN2CCCCC2)ccc1O	5	4	3	101	-1	4	-1.0	-1	.	2
Cc1ccc(NC(=O)Cn2c3ccc(F)cc3c3nc4n(c(=O)c32)CCS4)cc1F	14	-2	-1	101	-11	-2	0.0	3	1	1
CCO[C@H]1C[C@@H](c2ccc(CC)cc2)N(S(=O)(=O)c2ccc(C)cc2)C2CC(c3ccc(CC)cc3)N(S(=O)(=O)c3ccc(C)cc3)CC21 (some centres undefined)	.	.	.	.	.	3	.	-5	-8	4
Cc1ccc(NC(=O)NC2(C(=O)NCc3ccco3)CCCCC2)cc1	-7	-4	-1	98	4	-1	-2.4	-9	-5	-3
CCOC(=O)C1CCN(C(=O)c2ccc3c(=O)n4nc(Nc5ccccc5CC)sc4nc3c2)CC1	16	6	-4	94	12	6	-2.6	-2	-9	3
COC(=O)Cc1ccc(NC(=S)NCCSc2ccc(C)cc2)cc1	7	18	2	76	-11	11	2.8	6	-2	-3
O=C(CN1C(=O)c2ccc([N+](=O)[O-])cc2C1=O)Nc1nccs1	-1	11	3	105	6	3	0.8	-7	9	2
CN(C(=O)CSc1ncnc2sccc12)C1CCCCC1	1	14	-1	101	0	0	-0.2	0	-5	6
CCOc1ncccc1C(=O)Nc1nnc(C)s1	1	-9	-1	97	1	4	-2.2	-2	-19	-1
N#Cc1ccc(C(=O)N2CCN(S(=O)(=O)c3ccc(Cl)s3)CC2)cc1	-5	4	1	91	1	-5	-2.4	-1	-7	-8
O=C(Nc1ccc(OC(=O)c2cccnc2)cc1)c1cccnc1	-1	-4	2	88	-2	-7	-1.1	-1	-4	-3
CN1C(=O)NC(c2ccc(O)cc2)C(C(=O)c2cccs2)C1(O)C(F)(F)F (centres undefined)	-2	-5	-1	98	2	-3	-0.3	-1	-5	1
COc1cc(C)c(Cl)cc1S(=O)(=O)NCCN1CCOCC1	-1	4	3	94	0	0	-0.3	-2	-8	-1
COc1ccc(Cl)cc1C(=O)Nc1ccncc1	-6	-3	1	102	0	0	-1.4	-7	-3	3
Cc1ccccc1CN1CCN(S(=O)(=O)c2ccc(F)cc2)CC1	1	1	-1	95	-7	9	-0.4	3	-5	1

Reformatted: eleven of the compounds above
SMILES,MC4R antagonist,PDI turbidity,Glyco luc inh,ABCB6 inh MLPCN,Cardio protect,ABHD5 PLIN5 PPI,MC4R ag barr,Exocytosis inh,CaV13 ICDI inh,m5-HT2A agonist
CCOC(=O)C1CCN(C(=O)c2ccc3c(=O)n4nc(Nc5ccccc5CC)sc4nc3c2)CC1,16,6,-4,94,12,6,-2.6,-2,-9,3
COC(=O)Cc1ccc(NC(=S)NCCSc2ccc(C)cc2)cc1,7,18,2,76,-11,11,2.8,6,-2,-3
O=C(CN1C(=O)c2ccc([N+](=O)[O-])cc2C1=O)Nc1nccs1,-1,11,3,105,6,3,0.8,-7,9,2
CN(C(=O)CSc1ncnc2sccc12)C1CCCCC1,1,14,-1,101,0,0,-0.2,0,-5,6
CCOc1ncccc1C(=O)Nc1nnc(C)s1,1,-9,-1,97,1,4,-2.2,-2,-19,-1
N#Cc1ccc(C(=O)N2CCN(S(=O)(=O)c3ccc(Cl)s3)CC2)cc1,-5,4,1,91,1,-5,-2.4,-1,-7,-8
O=C(Nc1ccc(OC(=O)c2cccnc2)cc1)c1cccnc1,-1,-4,2,88,-2,-7,-1.1,-1,-4,-3
CN1C(=O)NC(c2ccc(O)cc2)C(C(=O)c2cccs2)C1(O)C(F)(F)F (centres undefined),-2,-5,-1,98,2,-3,-0.3,-1,-5,1
COc1cc(C)c(Cl)cc1S(=O)(=O)NCCN1CCOCC1,-1,4,3,94,0,0,-0.3,-2,-8,-1
COc1ccc(Cl)cc1C(=O)Nc1ccncc1,-6,-3,1,102,0,0,-1.4,-7,-3,3
Cc1ccccc1CN1CCN(S(=O)(=O)c2ccc(F)cc2)CC1,1,1,-1,95,-7,9,-0.4,3,-5,1

Remaining list, next part
SMILES	MC4R antagonist	PDI turbidity	Glyco luc inh	ABCB6 inh MLPCN	Cardio protect	ABHD5 PLIN5 PPI	MC4R ag barr	Exocytosis inh	CaV13 ICDI inh	m5-HT2A agonist
COCCCn1c(SCC(=O)NCc2ccccc2)nc2ccccc2c1=O	8	-5	-1	94	13	5	-1.6	-4	-6	2
CSCC[C@H](NC(=O)Nc1cccc(C(F)(F)F)c1)C(=O)O	2	2	2	105	0	-4	-0.7	2	.	3
CC1(C)Cc2c(sc(NC(=O)C(=O)N3CCCC3)c2C#N)CO1	11	2	0	99	4	18	-0.6	0	-2	11
Nc1cc(=O)[nH]c(SCc2ccccc2Cl)n1	3	-6	1	91	3	-4	-2.4	-3	-20	-2
NC(CCC(=O)O)C12CC3CC(CC(C3)C1)C2 (centres undefined)	-5	0	1	100	2	5	-1.9	0	6	5
CCn1c(SCC(=O)N/N=C/C=C/c2ccco2)nnc1-c1ccccc1	-11	-5	1	94	0	31*	1.5	-1	-2	3
